Bioassay records from PubChem.
EPAC1 antag: qHTS for Antagonist of cAMP-regulated guanine nucleotide exchange factor 3 (EPAC1): primary screen | EPAC1 GEF assay, Rap1b-BODIPY-GDP exchange fluorescence | actives 0.14% (n = 360,000) | AID 720709, 2013 | Rap guanine nucleotide exchange factor 3 (Homo sapiens), O95398 | Potency, µM (doses to about 115 µM), for the others: at the highest dose activity change, negative = inhibition, actives largely listed as inhibitors;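 note: potency is the fitted concentration of half-maximal effect; plate controls were vehicle for no effect and positive control for full effect; nearly all actives have a fitted effect of over 50% in size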
CCT chaperon mod: High-Throughput Screening for Modulators of Cytosolic Chaperonin Activity; purified chaperonin ATPase assay, HTRF ADP detection, 30 min; activity change, % (test concentration not listed), hits read low; actives 0.3% (n = 360,000); AID 651819, 2012; in the data active = activity change below about -30%; note: % is set by controls: 0 for no effect and ±100 for the full control effect
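Enzyme 40 or 20 nM (batch-dependent) in Tris pH 7.4/KCl/MgCl2/DTT; cpd 76 uM single point; ATP 10 uM; 30 min 37 °C; Transcreener ADP HTRF detection, 30 min RT; ratio 665/615.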
EPAC2 antag: qHTS for Antagonist of cAMP-regulated guanine nucleotide exchange factor 2 (EPAC2): primary screen | EPAC2 GEF exchange of Rap1B-BODIPY-GDP, fluorescence | Potency, µM (top dose mostly 114 µM), without a hit: top-dose activity, negative = inhibition, actives largely listed as inhibitors | actives 0.18% (n = 360,000) | AID 720708, 2013; note: potency is the fitted concentration of half-maximal effect; % is set by controls: 0 for no effect and ±100 for the full control effect; nearly all actives have a fitted effect of over 45% in size; many of its hits are not listed in these tables
PI5P4K alpha inh: qHTS for Inhibitors of phosphatidylinositol 5-phosphate 4-kinase (PI5P4K) | PI5P4Kalpha enzyme, ADP-Glo luminescence, 60 min; stronger effect = lower value | max response, % | actives 1.2% (n = 330,000) | Phosphatidylinositol 5-phosphate 4-kinase type-2 alpha (Homo sapiens), P48426; active = max response of -50% or lower; inconclusive = between -30% and -50%; inactive = -30% or higher; note: value at the top dose of about 77 µM; % is set by controls: 0 for no effect and ±100 for the full control effect
Target sequence (P48426 whole entry, looked up): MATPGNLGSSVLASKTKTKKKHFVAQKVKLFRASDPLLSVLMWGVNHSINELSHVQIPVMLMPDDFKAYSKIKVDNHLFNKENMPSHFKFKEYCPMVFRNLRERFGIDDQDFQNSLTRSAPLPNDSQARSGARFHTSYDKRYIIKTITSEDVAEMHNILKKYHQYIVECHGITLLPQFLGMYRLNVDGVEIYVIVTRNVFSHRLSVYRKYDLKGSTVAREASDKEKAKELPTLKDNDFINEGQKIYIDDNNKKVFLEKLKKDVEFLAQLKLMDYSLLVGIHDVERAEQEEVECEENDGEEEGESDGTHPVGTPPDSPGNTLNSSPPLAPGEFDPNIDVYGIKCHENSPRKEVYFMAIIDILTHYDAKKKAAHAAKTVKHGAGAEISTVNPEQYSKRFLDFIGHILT
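Luminescence from ADP-Glo served as readout of PI5P4Kalpha activity in a qHTS format. Reaction: enzyme, substrate, compound, ATP at 5 microM final, 60 min at RT.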
Mm-Cpn inhibitor: Inhibitors of TCP-1 ring complex (TRiC) of Methanococcus maripaludis (MmCpn): qHTS. purified Mm-Cpn ATPase, ADP Transcreener TR-FRET. actives 0.031% (n = 330,000). Potency, µM (series often up to 76.9 µM), without a hit: top-dose activity, negative = inhibition, usual class: inhibitors; note: potency is the fitted concentration of half-maximal effect; % is set by controls: 0 for no effect and ±100 for the full control effect; nearly all actives have a fitted effect of over 80% in size
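Purified archaeal Mm-CPN (25nM final) preincubated 10 min at 37degC with compound, then 10uM ATP for 30 min at 37degC; ADP measured by HTRF Transcreener TR-FRET; buffer 30 mM TRIS pH 7.4, 100mM KCl, 5mM MgCl2, 1mM DTT.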
WRN inhibitor: qHTS for Inhibitors of WRN Helicase; AID 651768, 2012; Potency, µM (doses to about 114 µM), for the others: at the top dose activity change, negative = inhibition, actives largely listed as inhibitors; WRN helicase unwinding, fluorescent forked duplex, kinetic; Bifunctional 3'-5' exonuclease/ATP-dependent helicase WRN (Homo sapiens), Q14191; actives 0.46% (n = 360,000); note: potency is the fitted concentration of half-maximal effect; % is set by controls: 0 for no effect and ±100 for the full control effect; nearly all actives have a fitted effect of over 55% in size
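Kinetic red-fluorescence monitoring (525/598 nm) tracks WRN helicase activity after 100 nM fluorophore-quencher forked duplex and 2 mM ATP are added to 20 nM enzyme pretreated 15 min at room temperature with compound.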
EPAC1 ag: qHTS for Agonist of cAMP-regulated guanine nucleotide exchange factor 3 (EPAC1): primary screen; Potency, µM (top dose mostly 154 µM), without a hit: at the top dose activation, hits mostly activators; actives 0.073% (n = 360,000); EPAC1 agonist qHTS, biochemical assay; response scale: 100% = response to 6.5 mM cAMP; Rap guanine nucleotide exchange factor 3 (Homo sapiens), O95398; note: potency is the fitted concentration of half-maximal effect; nearly all actives have a fitted effect of over 60% in size
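EPAC1 100 nM, Rap1B–BODIPY-GDP 250 nM, unlabeled GDP 50 uM; compound titration; 5 min RT; kinetic read ex480/em540 at 5-min intervals ×30 min; data normalized to 6.5 mM cAMP agonist control.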
PLK1 PBD block: qHTS for Inhibitors of PLK1-PDB (polo-like kinase 1 - polo-box domain): Primary Screen. actives 2.8% (n = 360,000). AID 720504, 2013. Plk1 PBD binding of FITC phosphopeptide, fluorescence polarization. Serine/threonine-protein kinase PLK1 (Homo sapiens), P53350. Potency, µM, for inactives: max response, negative = inhibition, usual class: inhibitors; note: potency is the fitted concentration of half-maximal effect; series mostly up to about 57 µM; % is set by controls: 0 for no effect and ±100 for the full control effect; nearly all actives have a fitted effect of over 65% in size
Target sequence (P53350 whole entry, looked up, the tested form may be a part): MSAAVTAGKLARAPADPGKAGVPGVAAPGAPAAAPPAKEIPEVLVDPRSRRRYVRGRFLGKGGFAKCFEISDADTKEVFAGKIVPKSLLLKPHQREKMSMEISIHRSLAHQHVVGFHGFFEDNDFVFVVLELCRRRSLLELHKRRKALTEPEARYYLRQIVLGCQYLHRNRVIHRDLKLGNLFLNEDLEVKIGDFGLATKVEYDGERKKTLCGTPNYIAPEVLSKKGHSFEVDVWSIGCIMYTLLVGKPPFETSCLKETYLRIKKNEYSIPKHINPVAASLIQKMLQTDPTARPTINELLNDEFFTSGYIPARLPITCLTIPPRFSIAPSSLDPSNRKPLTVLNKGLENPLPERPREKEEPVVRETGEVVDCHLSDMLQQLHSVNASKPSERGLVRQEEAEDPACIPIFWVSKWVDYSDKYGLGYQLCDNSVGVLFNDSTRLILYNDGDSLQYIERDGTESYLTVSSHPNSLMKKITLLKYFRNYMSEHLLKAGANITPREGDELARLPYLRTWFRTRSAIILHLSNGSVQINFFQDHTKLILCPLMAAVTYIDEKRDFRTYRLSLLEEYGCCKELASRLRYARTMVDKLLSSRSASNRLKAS
* marks the source's active call; other numbers are inactive results; ? = inconclusive; / = not tested or not shown; [ ] = another dose, or the depositor's remark. Unless noted, calls come from the whole dose curve; as a rule, active = well fitted curve in the direction sought with a large enough effect; inconclusive = small, poorly fitted or top-dose-only effect, or another doubt; inactive = no such curve, though single readings can be large; an effect the other way counts as inactive or inconclusive. These rows are one share of the data (hit frequency here may not be typical).

Sequence of screens: EPAC1 antag, CCT chaperon mod, EPAC2 antag, PI5P4K alpha inh, Mm-Cpn inhibitor, WRN inhibitor, EPAC1 ag, PLK1 PBD block
CCOC(=O)C1=C(N)n2c(s/c(=C\c3ccco3)c2=O)=C(C(=O)OCC)C1c1ccco1 (stereo not given)
    -8.6%, -0.4, -4.7%, /, 0.6%, -9.6%, 4.9%, -6.2%
COc1ccc2oc3cc(C)[n+]([O-])c(-c4ccc(Cl)cc4)c3c2c1
    4.8%, 0.4, -2.0%, -7.6, -1.4%, -1.2%, -0.3%, 2.7%
CN1C(C)(C)CC(NC(=O)c2ccco2)CC1(C)C
    -1.6%, -1.2, -6.5%, 2.2, 0.2%, -1.7%, 15.5%, -0.3%
O=C(Nc1ccsc1C(=O)O)c1cccc(Oc2ccccc2)c1
    3.5%, -0.4, 2.7%, ?, 0.5%, -9.0%, 1.0%, -21.4%
CC(C)CN(C(=O)COC(=O)c1c2c(nc3ccccc13)CCC2)c1c(N)n(Cc2ccccc2)c(=O)[nH]c1=O
    ?, -2.6, -2.0%, -14.5, 2.1%, -15.4%, -8.5%, -2.5%
O=C1NC(c2cccs2)C(C(=O)c2ccccc2)C(O)(C(F)(F)F)N1 (stereo not given)
    13.3%, -3.4, 9.5%, /, -1.9%, -10.4%, -10.1%, -1.7%
COCCOc1ccc(C(F)(F)F)cc1NC(=O)c1ccc(C)cc1
    -0.5%, -2.0, -0.1%, -4.5, -0.5%, 0.3%, -1.1%, 0.8%
CCS(=O)(=O)Nc1ccc(C(=O)CC2(O)C(=O)Nc3ccc(Br)cc32)cc1 (stereo not given)
    -18.2%, -1.7, -5.9%, 3.4, 0.5%, -7.5%, -2.2%, 21.2µM*
Cc1ccccc1Cc1c(C)nc2c(C(=O)NCc3ccco3)cnn2c1C
    -25.7%, -0.9, -2.0%, /, -5.3%, -14.9%, 24.7%, -22.0%
CC[C@]12c3[nH]c4cc(-c5ccco5)ccc4c3CCN1C(=O)[C@@H](CC(=O)NCCCOC)C[C@@H]2C(=O)N1CCN(C(=O)c2ccco2)CC1
    6.7%, -1.4, 13.3%, ?, -1.3%, 5.7%, -17.1%, 21.2µM*
COc1ccc(C(=O)NC(=S)NNC(=O)[C@H]2C[C@@H]2c2ccccc2)cc1OC
    ?, -0.1, -3.0%, -25.8, -12.1%, -3.6%, 0.7%, -11.7%
COCCNC(=O)C(NC(=O)C1CCC(C)CC1)C(C)C (stereo not given)
    4.4%, -0.2, 7.4%, 1.8, -1.3%, 1.4%, -6.6%, 3.1%
CCn1c(=O)c(C(=O)NNC(=O)c2ccccc2F)c(O)c2ccccc21
    9.1%, 0.5, 38.1%[activator], 0.9, 3.5%, 13.8%, 0.4%, -7.0%
CSc1ccc(Cc2ccc(Cl)cc2Cl)nn1
    -3.4%, -5.3, 2.0%, 0.8, 11.7%, -0.9%, 0.0%, -8.1%
c1ccc(CNc2ccc3c(c2)ncn3C2CCCCC2)nc1
    1.0%, -3.4, 3.5%, /, -0.4%, -2.9%, 3.8%, ?
Cc1nc2c(cnn2-c2ccccc2)c(=O)[nH]1
    7.0%, 0.2, 5.6%, -6.9, 4.0%, 0.9%, 2.7%, -7.7%
COc1ccc(-n2c(SCc3ccccn3)nc3c(c2=O)SCC3)cc1OC
    -15.7%, -0.3, -9.3%, 3.2, 0.9%, 1.7%, 3.9%, -8.8%
CCN(c1ccc(OC)cc1)S(=O)(=O)c1nnc(NC(=O)c2ccccc2Cl)s1
    5.8%, -0.2, -7.8%, -7.4, 2.9%, -11.3%, 0.6%, -12.6%
CCC(c1nnnn1-c1ccc2c(c1)OCCO2)N1CCN(c2ccc(F)cc2)CC1 (stereo not given)
    ?, 1.4, -0.2%, 5.6, /, -5.5%, 6.5%, 1.7%
COc1ccc(S(N)(=O)=O)cc1-c1nnc2c3ccccc3c(C)nn12
    0.3%, 0.5, 6.1%, -3.4, 1.4%, 6.5%, 14.0%, -13.0%
COc1cc(-n2c(=O)c3ccccc3n(CC(=O)c3ccccc3)c2=O)cc(OC)c1OC
    -20.0%, -3.2, 12.1%, -1.9, -0.9%, 6.3%, -2.6%, -10.8%
COc1ccccc1Nc1ccc2nonc2c1[N+](=O)[O-]
    -1.5%, -0.6, 2.2%, 3.6, -1.3%, 3.1%, -4.6%, -6.9%
Cc1nc2ccccc2nc1OCc1cccc(Cl)c1
    -7.5%, 0.3, -2.6%, -4.6, -3.1%, 7.2%, 4.1%, -6.8%
CC(NC(=O)c1ccccc1NC(=O)c1ccco1)c1ccccc1 (stereo not given)
    -9.7%, 0.6, -5.2%, /, -24.6%, -7.1%, 10.0%, -1.9%
Cc1cc2oc(=O)cc(CSc3nnc(-c4cccs4)o3)c2cc1C(C)C
    -11.8%, 2.5, -21.0%, 8.3, -17.9%, -14.4%, 1.0%, 23.8µM*
O=C(c1ccco1)N1CCN(S(=O)(=O)N2CCOCC2)CC1
    -0.9%, -0.4, 5.2%, /, 1.2%, -5.1%[57.1 µM], 4.5%, 1.7%
Cc1cc(C)c(C(=O)N2CCCC(N3CCN(c4ccc(F)cc4)CC3)C2)o1 (stereo not given)
    5.5%, -4.2, 7.0%, 1.1, -2.0%, 9.3%, 1.5%, 6.5%
Cc1cc(C)c(NC(=O)CNC(=O)c2ccc3c(=O)n4c(nc3c2)CCC4)c(C)c1
    -9.2%, -0.1, 0.6%, 0.0, 0.8%, -1.0%, -7.2%, -1.7%
N#Cc1cccc(NC(=O)c2nc(-c3ccccc3)n(-c3ccccc3)n2)c1
    -4.7%, 1.6, -1.8%, 2.6, 4.1%, -3.6%, 7.5%, -6.2%
COc1ccc(NC2CCCN(C(=O)c3cc(C)nc4cc(F)ccc34)C2)cc1 (stereo not given)
    1.9%, 1.4, -3.1%, 0.3, 0.3%, -6.5%, 1.2%, -23.7%
CC(Sc1ncn[nH]1)C(=O)NCc1ccccc1 (stereo not given)
    -13.7%, -0.8, 2.6%, 1.8, -2.6%, 3.9%, 3.7%, -12.6%
O=C(N/N=C/c1ccc2c(c1)OCO2)C(=O)Nc1ccccc1
    -12.9%, 1.5, 3.3%, -3.0, 2.6%, -0.7%, 0.1%, -10.2%
Cc1c(NC(=S)SCc2ccccc2)c(=O)n(-c2ccccc2)n1C
    11.1%, -0.6, 8.2%, -13.8, ?, -12.9%, 2.2%, -12.5%
CC(=O)N1CCN(c2ccc(NC(=O)C(c3ccccc3)c3ccccc3)cc2)CC1
    -15.5%, -1.1, -4.7%, 1.3, 0.3%, -9.8%[57.1 µM], 5.6%, 10.5%
O=C1NC(CCc2ccccc2)C(=O)N1CCOc1ccccc1 (stereo not given)
    3.0%, -0.6, 0.0%, 3.7, 0.7%, 9.8%, -11.1%, -2.5%
O=C(Cn1c(=O)n(CC(=O)NCc2ccccc2)c2ccccc21)NCc1ccccc1
    2.6%, -1.6, -3.6%, -12.4, -0.1%, -9.1%, 1.8%, -10.5%
CCCCSc1n[nH]c(N)n1
    -11.7%, -1.1, 3.8%, -1.7, 1.9%, 3.2%, -3.7%, -1.8%
CC(=O)N1CCN(CC(=O)Nc2cc(S(=O)(=O)N3CCCCC3)ccc2C)CC1
    1.6%, -1.3, 3.8%, 8.9, -0.7%, -0.4%, 6.7%, 2.2%
O=C(NCCc1ccccc1)/C(=C\c1cccc([N+](=O)[O-])c1)NC(=O)c1ccco1
    -0.6%, 1.6, 1.3%, -3.7, -0.3%, -19.6%, -4.2%, 2.2%
CCOC(=O)C(=C1Nc2ccccc2N1)n1c(-c2cccnc2)nc2ccccc21
    -9.9%, -2.9, -1.1%, -3.2, /, -3.2%, -9.2%, -5.3%
CCCCNC(=O)COC(=O)CNC(=O)c1cc(Cl)cc([N+](=O)[O-])c1
    5.1%, -7.2, 6.7%, 0.1, 0.1%, -2.3%, 6.1%, -10.8%
COc1ccc(-c2ccc(CNCCCN3CCOCC3)o2)cc1Cl
    1.5%, -2.3, -0.7%, 7.1, 1.7%, -1.3%, -0.3%, 5.1%
O=C(N/N=C/c1ccncc1)c1ccc(-n2cccc2)cc1
    6.2%, -6.1, 8.5%, -19.8, -1.6%, 3.2%, -8.5%, -3.4%
O=C(Cc1cccs1)NCc1ccc2c(c1)OCO2
    9.0%, -4.9, -4.3%, /, -1.1%, 1.3%, 9.6%, -7.5%
COc1ccc2[nH]c(=O)c(CN(Cc3nnnn3Cc3ccc(F)cc3)CC3CCCO3)cc2c1 (stereo not given)
    0.0%, -3.6, -3.3%, 9.5, 0.9%, -3.6%, 9.7%, -2.1%
Cc1ccc(C)c(NC(=O)COC(=O)c2cc3ccccc3oc2=O)c1
    14.9%, -0.5, -3.2%, -3.6, -0.2%, -4.8%, 8.4%, 11.9%
O=C(NCC1CCCO1)c1nn2c(c1Cl)NC(c1ccc(F)cc1)CC2C(F)(F)F (stereo not given)
    -19.2%, -0.4, -5.5%, 2.6, -1.8%, -23.5%, -8.6%, 1.4%
Cc1ccc(NC(=S)NC2CCCC2)cc1
    10.6%, 0.9, 12.7%, -6.4, -1.9%, 0.3%, 7.7%, -9.1%
CC(OC(=O)Cc1coc2ccc3ccccc3c12)C(=O)Nc1ncc(Cl)cc1Cl (stereo not given)
    -22.0%, -3.6, -0.8%, -20.9, -9.1%, -33.8%, 8.7%, -5.0%
COc1ccc(C2C(C(=O)NCc3ccccn3)c3ccccc3C(=O)N2C)cc1OC (stereo not given)
    -6.1%, -0.2, 10.1%, /, 3.2%, 7.3%, 2.1%, -0.8%
CCN(CC)CCNC(=O)c1cn(CC)c2ccc(S(=O)(=O)N3CCOCC3)cc2c1=O
    -3.9%, -1.6, 5.4%, -1.0, -1.8%, 3.9%, 13.0%, -5.3%
